Source: PubChem
PGC1a acetyl inh – lowers PGC1a acetylation signal in U2OS cells. 0.17% of 350,000 active. AlphaScreen anti-acetyl-lysine; with virally co-expressed GCN5 acetyltransferase. AID 651687. inhibition, % at 15.6 µM;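 active = every replicate shows inhibition of at least 40%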;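 note: 0% = neutral control wells and 100% = positive control wells; some results beyond the cut were filed as inactive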
SIRT5 inh – blocks human SIRT5 desuccinylation of peptide; Q9NXA8; Purified SirT5, succinyl-peptide AMC, trypsin-coupled fluorescence; inhibition, % at 15 µM; 1.1% of 330,000 active; AID 652115; in the data active = inhibition above about 15%
Cneo AK release – Cryptococcus neoformans lysis via adenylate kinase release | C. neoformans lysis, adenylate kinase release luminescence, 4 h; normalised: neutral wells 0, clomiphene wells 100 | AID 651654 | lysis activity, % at 15 µM | 0.2% of 360,000 active;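 active = mean lysis activity across replicates of at least 80%, whatever share of replicates individually reach that level; inactive = mean lysis activity below 80%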
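Material – Cryptococcus neoformans yeast cells · Quantity – 5 × 10^6 yeast cells/mL · Buffer or medium – YPD medium · Compound – single dose · Timing – 4 h static compound exposure, 37 °C, read 1 h post-reagent · Signal – adenylate kinase release luminescence · Read-out basis – lysis from increased AK signal · Benchmarks – Clomiphene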
C2C12 statin – suppression of simvastatin myotoxicity; C2C12 myotubes + simvastatin, ATP luminescence, 48 h; scaled: DMSO 0, geranylgeraniol control 100; rescue of ATP level, % at 7.49 µM; 0.78% of 330,000 active;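 active = mean ATP rescue above about 67%, or every replicate alone reaching that limit, limit read from the data, passing the limit was not always enough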;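 note: myotubes were challenged with 10 µM simvastatin during compound exposure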
S100A4 MyoIIA – S100A4-myosin IIA interaction inhibition; P26447; S100A4/TAMRA-MyoIIA peptide fluorescence polarization; inhibition, % at 10.7 µM; 0.14% of 360,000 active; AID 652163;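 active = mean inhibition of at least 70% across replicates, with every replicate also reaching that level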
Target sequence (P26447 whole entry, looked up): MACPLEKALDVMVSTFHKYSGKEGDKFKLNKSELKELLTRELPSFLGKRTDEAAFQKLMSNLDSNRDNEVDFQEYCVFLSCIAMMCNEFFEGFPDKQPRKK
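Assay system: human S100A4 monomer with TAMRA-labelled myosin IIA peptide / Buffer or medium: Calcium-containing HEPES buffer, pH 7.2 / Reagent: TAMRA-labelled myosin IIA heavy-chain peptide probe, 5 nM / Compound: one dose per compound / Timing: polarization read 5 min after assay mix addition, stable 5–60 min / Benchmarks: neutral control DMSO, positive control TFP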
ERAP1 inh – inhibitors of human ERAP1 aminopeptidase; Q9NZ08; recombinant ERAP1, Leu-AMC fluorescence, 60 min; inhibition, % at 10.7 µM; 0.15% of 340,000 active; AID 652197;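 active = mean replicate inhibition of at least 30%, or all replicates individually reaching that 30% level; inactive = mean below 30% and not every replicate reaching it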;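 note: 0% = neutral control wells and 100% = L-leucinethiol positive control wells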
Target sequence (Q9NZ08 whole entry, looked up): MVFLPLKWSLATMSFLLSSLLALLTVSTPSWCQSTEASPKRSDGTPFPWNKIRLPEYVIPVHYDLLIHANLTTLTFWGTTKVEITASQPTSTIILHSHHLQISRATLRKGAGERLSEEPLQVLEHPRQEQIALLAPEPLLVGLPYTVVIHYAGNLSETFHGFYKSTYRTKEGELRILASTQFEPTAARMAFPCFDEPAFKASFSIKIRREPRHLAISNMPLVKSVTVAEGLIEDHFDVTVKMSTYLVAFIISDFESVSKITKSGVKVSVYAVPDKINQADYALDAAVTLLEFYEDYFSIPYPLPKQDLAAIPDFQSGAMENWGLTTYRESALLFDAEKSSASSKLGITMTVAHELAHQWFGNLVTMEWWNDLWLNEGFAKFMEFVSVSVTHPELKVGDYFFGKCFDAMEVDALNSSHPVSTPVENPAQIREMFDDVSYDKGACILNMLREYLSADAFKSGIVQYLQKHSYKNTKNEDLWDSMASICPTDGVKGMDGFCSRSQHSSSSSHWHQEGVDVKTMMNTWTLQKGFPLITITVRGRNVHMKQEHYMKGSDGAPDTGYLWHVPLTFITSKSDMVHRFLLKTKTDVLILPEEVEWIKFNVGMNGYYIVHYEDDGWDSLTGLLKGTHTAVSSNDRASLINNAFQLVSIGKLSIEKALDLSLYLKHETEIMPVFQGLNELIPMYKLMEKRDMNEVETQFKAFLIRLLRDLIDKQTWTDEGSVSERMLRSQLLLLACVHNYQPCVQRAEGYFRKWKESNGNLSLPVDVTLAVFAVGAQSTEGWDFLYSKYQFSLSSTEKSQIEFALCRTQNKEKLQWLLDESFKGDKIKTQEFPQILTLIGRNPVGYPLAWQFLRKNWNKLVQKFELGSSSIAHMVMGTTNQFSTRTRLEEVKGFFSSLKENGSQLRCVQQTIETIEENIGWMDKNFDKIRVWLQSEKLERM
LGR2 inh – blocks bursicon-induced cAMP signaling via Drosophila LGR2; HEK293 LGR2, CRE-luciferase, bursicon-stimulated, 4 h; inhibition, % at 9.99 µM; 0.35% of 380,000 active; AID 720647;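 active = drop in luminescence signal, shown as inhibition above about 50% in the replicate tests, limit read from the data, passing the limit was not always enough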;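 note: agonist challenge used bursicon conditioned medium at about half maximal strength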
XiGFP reactiv – reactivates the inactive X chromosome in mouse fibroblasts; XiGFP mouse fibroblasts, % GFP-positive cells imaging, 3 d; cells co-treated with 5-aza-dC sensitizer; scaled so ellipticine positive control = 100%; activation, % at 7.58 µM; 0.055% of 360,000 active;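 active = mean normalized replicate activation at least 10% and every replicate at or above 10%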;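 note: 0% = median of on-plate neutral control wells and 100% = ellipticine 6 µM median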
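System: XiGFP fibroblasts, SV40-immortalized. Medium: DMEM plus 5-aza-dC sensitizer. Doses: single point. Timing: 3 d treatment, 15 min room-temperature fixation. Control set: ellipticine 6 µM.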
Active calls of the source: *; / = not tested or not shown.

SMILES	PGC1a acetyl inh	SIRT5 inh	Cneo AK release	C2C12 statin	S100A4 MyoIIA	ERAP1 inh	LGR2 inh	XiGFP reactiv
CNC(=O)c1c(NC(=O)c2ccc(N3C(=O)CCC3=O)cc2)sc2c1CCC(C)C2 (configuration not stated)	/	0	-1	-14	-5	0	16	0.2
COCCNC(=O)C1(C)CCCN(C(=O)c2cccc(OC(F)(F)F)c2)C1 (configuration not stated)	/	0	0	1	2	-1	-1	0.6
O=C(C[C@@H]1CC[C@@H]2[C@H](COC[C@H](O)CN2Cc2cc(F)ccc2F)O1)N[C@@H]1CCN(Cc2ccccc2)C1	-13	2	1	-6	3	-7	11	0.2
CCOC(=O)c1c(Cc2ccccc2)c[nH]c1C	/	14	1	/	-4	-2	-31	0.2
Cc1occc1-c1nnc(SCC(=O)NCc2cccs2)n1CC1CCCO1 (configuration not stated)	-5	-4	-1	/	-1	6	-2	/
O=C(O)C1C(C(=O)O)C1(c1ccccc1)c1ccccc1 (configuration not stated)	0	-1	/	/	3	-2	4	0.1
Cc1cccc(N2C(=O)N(c3ccccc3C)C3CS(=O)(=O)CC32)c1 (configuration not stated)	8	/	-5	13	/	/	21	/
CO[C@@H]1CN(C)C(=O)c2ccc(NC(=O)NC(C)C)cc2OC[C@H](C)N(C(=O)NC(C)C)C[C@H]1C	0	-5	-4	0	-7	1	17	-0.4
O=C(NCCN1CCCC1=O)Nc1ccccc1	-3	/	0	3	/	/	13	/
C/C(=N/NC(=O)c1ccncc1)c1ccc(NC(=O)c2ccc(Cl)cc2Cl)cc1	8	-2	-1	/	6	-1	-30	-0.1
C[C@H]1CN([C@@H](C)CO)C(=O)c2cccc(NS(=O)(=O)c3cn(C)cn3)c2O[C@H]1CN(C)C(=O)Nc1ccc(C(F)(F)F)cc1	2	0	1	-41	4	4	6	2.1
O=C(CN1CCN(S(=O)(=O)c2ccc(Br)s2)CC1)NCC1CCCCC1	0	/	0	3	-2	-1	-12	-0.1
CCC(Sc1nc(C)cc(C)n1)C(=O)Nc1nccs1 (configuration not stated)	2	1	1	22	-1	3	-20	0.1
C[C@H]1CCCCO[C@@H](CN(C)S(=O)(=O)c2cn(C)cn2)[C@@H](C)CN([C@@H](C)CO)C(=O)c2cc(NS(=O)(=O)c3cn(C)cn3)ccc2O1	-2	3	0	/	3	0	19	0.3
COc1cc(NC(=S)Nc2ccc(S(=O)(=O)N3CCOCC3)cc2)cc(OC)c1OC	/	0	-2	1	0	11	-7	/
Cc1ccccc1-c1cnc2c(c1)C(=O)N([C@H](C)CO)C[C@@H](C)[C@@H](CN(C)C(=O)c1cccnc1)O2	4	-3	-6	-2	-7	-1	-21	-0.5
CN1C(=O)NC(c2cccc(F)c2)C2=C1CC(C)(C)CC2=O (configuration not stated)	15	3	0	-3	-5	1	17	-0.1
C[C@@H]1CN([C@@H](C)CO)C(=O)CCCn2nncc2CO[C@@H]1CN(C)Cc1cccnc1	3	/	/	-6	/	/	7	-0.5
O=C(NC1Cc2ccccc2C1)[C@H]1[C@H](CO)[C@H]2Cn3c(cccc3=O)[C@@H]1N2Cc1ccccc1F	4	/	-2	22	/	/	5	4.3
C[C@@H]1CN([C@@H](C)CO)C(=O)c2cc(NC(=O)c3ccncc3)ccc2O[C@@H](C)CCCCO[C@H]1CN(C)S(C)(=O)=O	-1	/	-2	-49	/	/	-6	-1.2
COc1cc(/C=N/n2c(C)nc3ccccc3c2=O)cc(OC)c1O	7	0	1	-3	2	-2	8	0.0
C[C@@H]1CN([C@H](C)CO)C(=O)c2cc(NS(=O)(=O)c3ccc(Cl)cc3)ccc2O[C@@H]1CN(C)CC1CC1	-5	/	/	27	/	/	-8	0.1
COc1cccc(NC(=S)N(CCN2CCCCC2)Cc2ccco2)c1	/	1	/	/	-3	0	-3	0.0
Cn1c(SCC(=O)Nc2ccccc2C(F)(F)F)nc2c(c1=O)SCC2	/	-1	-1	0	-6	0	14	0.4
Cc1ccc(S(=O)(=O)N2CCOCC2)cc1NC(=O)COC(=O)c1cnccn1	/	-3	0	1	-5	-1	8	0.1
CC(Oc1ccc(Br)cc1)C(=O)Nc1cc(Cl)ccc1N1CCN(C)CC1 (configuration not stated)	/	-6	/	/	-2	1	-20	0.3
C[C@H]1CN([C@@H](C)CO)C(=O)Cc2cc(NC(=O)CCC(F)(F)F)ccc2O[C@H]1CN(C)Cc1ccc(Oc2ccccc2)cc1	2	/	0	10	/	/	-5	-0.9
COc1ccccc1NS(=O)(=O)c1cc(NC(=O)CCC(=O)c2cccs2)ccc1Cl	/	-7	3	/	6	-2	10	-0.1
CCS(=O)(=O)N1CC2(CN(C(=O)Cc3ccccn3)[C@@H](CO)c3[nH]c4cc(OC)ccc4c32)C1	2	/	/	/	-5	-7	0	0.0
C[C@H]1CN([C@@H](C)CO)C(=O)Cc2cc(NC(=O)C3CCCCC3)ccc2O[C@H]1CN(C)Cc1ccc(Oc2ccccc2)cc1	-9	2	-1	8	10	-1	7	0.1
CCN1C(=O)[C@@H]2[C@@H](c3ccc(-c4cccc(Cl)c4)c(OC)c3)N3CCCC[C@@]3(C(=O)OC)[C@@H]2C1=O	/	-1	2	1	-6	-2	/	-0.1
C/C(=N\NC(=O)C(O)(c1ccccc1)c1ccccc1)c1ccc(C)o1	7	0	-3	-16	3	6	-10	-0.1
C[C@@H]1CN([C@@H](C)CO)S(=O)(=O)c2ccc(C#CC3(O)CCCC3)cc2O[C@H]1CN(C)C(=O)c1ccncc1	9	1	-1	-31	-25	-4	5	-1.0
C[C@@H](NC(=O)C[C@@H]1CC[C@@H]2[C@H](COC[C@H](O)CN2C)O1)c1ccccc1	-15	-6	-2	-8	-14	0	5	0.0
O=C(NC(=S)Nc1ccc(F)cc1)c1ccc2c(c1)OCCO2	/	-5	/	/	2	10	-38	-0.1
O=C(C1CC(=O)N(c2ccccc2)C1)N1CCN(c2ccccc2F)CC1 (configuration not stated)	/	2	1	6	-6	-4	4	0.4
COc1ccccc1CNC(=O)C[C@H]1C[C@H]2c3cc(NC(=O)Cc4ccncc4)ccc3O[C@H]2[C@@H](CO)O1	-9	-4	0	1	-14	2	-9	0.2
C[C@H]1CN([C@@H](C)CO)C(=O)c2cc(C#CC3CCCCC3)cnc2O[C@@H]1CN(C)Cc1cncnc1	-8	-4	2	-15	-56	-5	-17	-1.2
CCOC(=O)N1CCC(NC(=O)COc2cc(=O)n(C)c3ccccc23)CC1	-23	2	2	0	-2	3	-8	-0.1
Cc1ccccc1Cn1cc(C)c(=O)[nH]c1=O	-6	-4	-1	18	-1	-1	22	0.2
OC(c1ccc(Cl)cc1)c1ncc(-c2ccccc2F)[nH]1 (configuration not stated)	/	-2	0	-3	6	2	-24	0.2
COc1ccc(C#Cc2cnc3c(c2)C(=O)N([C@@H](C)CO)C[C@@H](C)[C@H](CN(C)C(=O)c2ccccc2F)O3)cc1	12	10	-1	14	-38	2	5	0.0
Cc1cccc(NCc2n[nH]c(=S)n2-c2ccccc2)c1	/	-3	/	/	0	-2	-24	0.1
CCCNC(=O)N1CC2(CN(Cc3cccc(F)c3)C2)c2c([nH]c3cc(OC)ccc23)[C@@H]1CO	-1	2	/	/	2	2	2	0.0
Cc1ccc(OCC(=O)NCCNC(=O)c2ccncc2)cc1C	2	-1	0	0	5	-4	3	0.0
Cc1noc(C)c1S(=O)(=O)N(C)C[C@@H]1Oc2c(NC(=O)c3cnccn3)cccc2C(=O)N([C@@H](C)CO)C[C@@H]1C	2	6	114*	-15	6	0	-7	-0.3
CCCCn1c(N)c(N(C)C(=O)CCCn2c(=O)oc3ccccc32)c(=O)[nH]c1=O	4	/	0	-7	3	3	-3	0.3
COc1ccc(S(=O)(=O)Nc2ccc3c(c2)C(=O)N([C@@H](C)CO)C[C@H](C)[C@H](CN(C)S(=O)(=O)c2ccccc2)O3)cc1	17	1	-5	-4	-7	-2	5	-1.0
CC1(C)CC(=O)C(C2c3ccccc3S(=O)(=O)c3ccccc32)C(=O)C1	/	-4	/	/	3	2	-15	0.1
CC(=O)Nc1ccc2sn(-c3ccccc3)c(=O)c2c1	/	2	-1	12	0	/	1	0.0
COc1ccc(Cl)cc1C(=O)NNC(=O)CNC(=O)c1ccc(C)s1	9	/	0	0	0	1	7	0.0
COCC(=O)N1CCC2(CC1)CN(Cc1nccs1)[C@H](CO)c1c2c2ccc(OC)cc2n1C	0	2	/	/	1	-1	-13	0.4
S=c1[nH]nc(Cn2nnc3ccccc32)n1-c1ccc(Cl)cc1	-3	4	/	/	1	-2	-30	-0.1
CCCCNc1c(-c2ccc(OC)c(SC(C)CC)c2)nc2cnccn12 (configuration not stated)	-12	11	-7	-7	-7	-6	1	-0.2
C[C@@H]1CN([C@H](C)CO)C(=O)c2cc(/C=C/c3ccccc3)cnc2O[C@H]1CN(C)Cc1ccccc1F	-16	-2	-1	15	10	2	14	0.5
Cc1occc1C(=O)Nc1ccc2ccccc2c1	1	/	-7	-11	/	/	-41	/
C[C@@H]1CCCCO[C@H](CN(C)Cc2ccc(C(F)(F)F)cc2)[C@H](C)CN([C@@H](C)CO)C(=O)c2cc(NC(=O)Nc3ccccc3)ccc2O1	-12	/	-1	/	/	/	12	0.6
OCC1(Cc2ccccc2)CCN(Cc2ccc(-c3ccco3)cc2)CC1	3	3	/	/	-10	0	16	0.0
COC(=O)[C@]1(Cc2ccccc2)N[C@H](CN(C)C(=O)c2ccc(F)cc2)[C@@H]2C(=O)N(Cc3ccccc3)C(=O)[C@@H]21	-5	-1	1	-4	34	-3	12	-0.2
NC(=O)CSc1cn(Cc2ccccc2)c2ccccc12	/	-6	/	/	1	0	-11	-0.1

Among those listed so far, five have a thiophene ring, fused or not.
SMILES	PGC1a acetyl inh	SIRT5 inh	Cneo AK release	C2C12 statin	S100A4 MyoIIA	ERAP1 inh	LGR2 inh	XiGFP reactiv
CNC(=O)c1c(NC(=O)c2ccc(N3C(=O)CCC3=O)cc2)sc2c1CCC(C)C2 (configuration not stated)	/	0	-1	-14	-5	0	16	0.2
Cc1occc1-c1nnc(SCC(=O)NCc2cccs2)n1CC1CCCO1 (configuration not stated)	-5	-4	-1	/	-1	6	-2	/
O=C(CN1CCN(S(=O)(=O)c2ccc(Br)s2)CC1)NCC1CCCCC1	0	/	0	3	-2	-1	-12	-0.1
COc1ccccc1NS(=O)(=O)c1cc(NC(=O)CCC(=O)c2cccs2)ccc1Cl	/	-7	3	/	6	-2	10	-0.1
COc1ccc(Cl)cc1C(=O)NNC(=O)CNC(=O)c1ccc(C)s1	9	/	0	0	0	1	7	0.0

Remaining list, next part:
SMILES	PGC1a acetyl inh	SIRT5 inh	Cneo AK release	C2C12 statin	S100A4 MyoIIA	ERAP1 inh	LGR2 inh	XiGFP reactiv
Cc1noc(C)c1NC(=O)Nc1ccc2c(c1)CC(=O)N([C@@H](C)CO)C[C@@H](C)[C@@H](CN(C)S(=O)(=O)c1ccccc1)O2	6	5	-1	-1	-44	2	3	-0.1
COc1cccc(Nc2nc(-c3ccccc3O)nc3ccccc23)c1	-10	-1	4	-14	2	-3	0	0.0
O=C(CNC(=O)c1ccccc1F)Nc1ccc2c(c1)CCC2	3	1	0	-3	5	3	-43	0.0
O=C(c1ccc(F)cc1)N1CC(=O)N2[C@H](CO)[C@H](c3ccc(C#CCC4CCCC4)cc3)[C@@H]2C1	1	10	/	/	5	4	9	0.0

Some of the compounds tested; rates above refer to the full screens.
